Screening data from PubChem BioAssay.
TNAP activation fold = human TNAP enzyme activators, primary screen, biochemical, luminescent, no phosphate acceptor, uHTS (AID 1001). activation fold at 20 µM, or EC50 in µM where a hit was titrated. purified TNAP, luminescent activation assay, no phosphate acceptor; higher activation fold means a stronger effect. 200,000 compounds, 0.03% hits; in the data active means activation fold from about 3, or a potency from the dose series; inactive means the rest, 99 in 100 with activation fold below about 1.6; further: many of its hits are not listed in these tables
KOR beta-arrestin-1 = kappa opioid receptor blockers – cell-based, luminescence, uHTS (AID 1778); KOR beta-arrestin recruitment, luminescence, antagonist mode; higher % means a stronger effect; inhibition, % at 10 µM, or IC50 in µM where a hit was titrated; 290,000 compounds, 0.091% hits; further: strong numbers were not always called active
NOD2 inhibition = NOD2 signaling inhibitors, cell-based, luminescence, uHTS, HEK293 (AID 1566); 290,000 compounds, 0.63% hits; inhibition, % at 4 µM, or EC50 in µM where a hit was titrated; HEK293 NOD2/NF-kB luciferase reporter, luminescence; higher % means a stronger effect; further: many of its hits are not listed in these tables
GPR55 activation = selective activators of receptor GPR55 – imaging, U2OS cells, beta-arrestin-GFP redistribution, primary screen (AID 1961) | 290,000 compounds, 0.048% hits | U2OS GPR55 beta-arrestin-GFP redistribution imaging; higher % means a stronger effect | one-dose activation, % at 10 µM; EC50 in µM for titrated hits;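 active means activation above 40% with more than 50 cells counted in the well; inconclusive means wells holding fewer than 50 cells, flagged as toxic or sparse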;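 further: U2OS osteosarcoma cells stably expressing GPR55 and beta-arrestin-GFP; plate controls were DMSO negative control for no effect and LPI positive control for full effect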
KOR beta-arrestin-2 = KOR agonists, beta-arrestin recruitment, primary screen, cell-based, luminescence, uHTS (AID 1777); KOR beta-arrestin recruitment, luminescence; higher % means a stronger effect; one-dose activation, % at 10 µM; EC50 in µM for titrated hits; 280,000 compounds, 0.02% hits; in the data active means activation above about 50%, passing the limit was not always enough; further: a part of the inactive calls stands beside numbers as strong as those of hits
NOD1 inhibition = inhibition of NOD1-driven NF-kB reporter – cell-based, luminescence, uHTS, primary screen (AID 1578); 290,000 compounds, 1% hits; inhibition, % at 4 µM; hits with a dose series show EC50 in µM; NOD1-driven NF-kB luciferase reporter cells, luminescence; higher % means a stronger effect; in the data active means inhibition mostly above about 36%, no sharp cut-off; inactive means mostly below about 34%;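 further: HEK-293T reporter cells stimulated with the NOD1 agonist gamma-tri-DAP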
CSM14.1 death rescue = rescue of cells from ER stress-induced death, primary screen, 384-well, CSM14.1, thapsigargin, ATP luminescence (AID 1222); cellular ATP content (survival), % at 20 µM; hits with a dose series show EC50 in µM; CSM14.1 thapsigargin-induced death rescue, ATP luminescence; higher % means a stronger effect; 190,000 tested, under 10 active;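 active means EC50 below 50 µM in the dose-response confirmation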;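 further: death triggered by thapsigargin at about 15 µM added after 2 h compound pretreatment; cell ATP read after overnight thapsigargin exposure of roughly 18 to 22 hours; normalized against plate controls of thapsigargin alone and 5% DMSO vehicle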
NTR1 ag = NTR1-driven beta-arrestin-GFP spot formation – imaging, U2OS cells, high content, primary screen (AID 493036); P30989; agonist mode; activation, % at 20 µM; 330,000 compounds, 0.17% hits;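 active means activation at or above 40% of the spot to cytoplasm intensity ratio, with at least 20 cells analyzed; inconclusive means wells under 20 cells, flagged as cytotoxic or low count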;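 further: 0% = DMSO without peptide and 100% = 100 nM NTR1 peptide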
Target sequence (P30989 whole entry, looked up): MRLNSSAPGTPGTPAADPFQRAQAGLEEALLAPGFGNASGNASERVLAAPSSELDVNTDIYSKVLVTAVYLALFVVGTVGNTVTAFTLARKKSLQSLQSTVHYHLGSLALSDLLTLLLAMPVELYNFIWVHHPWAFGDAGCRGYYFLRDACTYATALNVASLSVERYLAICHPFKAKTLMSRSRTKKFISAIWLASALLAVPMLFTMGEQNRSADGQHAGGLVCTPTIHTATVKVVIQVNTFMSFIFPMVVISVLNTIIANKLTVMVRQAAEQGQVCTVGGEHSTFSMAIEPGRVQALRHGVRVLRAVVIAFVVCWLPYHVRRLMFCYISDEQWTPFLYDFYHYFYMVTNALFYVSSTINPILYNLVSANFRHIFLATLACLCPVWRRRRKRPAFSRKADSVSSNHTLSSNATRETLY
Yfh1-depleted yeast = mitochondrial function rescue without frataxin homolog – Friedreich's ataxia, plus single-dose screen, dose response (AID 1465). S. cerevisiae Yfh1-off respiration, WST-1 reduction, 72 h; higher fold induction means a stronger effect. fold induction at 50 µM, or EC50 in µM where a hit was titrated. 220,000 compounds, 0.074% hits;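 active means fold induction of absorbance versus untreated yeast above a set limit, then at least 30% activation at any dose in follow-up; inconclusive means repeats straddling the limit, or above it without dose testing; inactive means fold induction below the set limit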;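 further: activators that raise dye reduction in frataxin-depleted yeast; strong numbers were not always called active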
NTR1 ag cell count 20 µM = second read-out of NTR1 ag, no call of its own (marks repeat the call); cell count; measured here: cell count, cytotoxicity flag
The depositor's hits bear a star; i = inactive; ? = inconclusive; / = no result given; [ ] = remark or other dose. Unless noted, no stated cut-off is given here; in the data, active means inhibition above about 50%; inactive means the rest.

Values run as follows: TNAP activation fold, KOR beta-arrestin-1, NOD2 inhibition, GPR55 activation, KOR beta-arrestin-2, NOD1 inhibition, CSM14.1 death rescue, NTR1 ag, NTR1 ag cell count 20 µM, Yfh1-depleted yeast
> O=C(Nc1ccccc1C(=O)N1CCCCC1)NC1CCCCC1
  1.1, -6.9%, -9.8%, -0.1%, 0.2%, -38.0%, -0.8%, 2.4, 64, i
> COc1ccc(C(=O)CSc2n[nH]c(=O)[nH]c2=O)cc1
  1.1, -5.5%, 6.1%, -0.2%, 0.5%, -16.4%, 1.3%, 0.8, 33, i
> COc1ccc(C)c(NC(=O)C2CC(=O)NC3=C2C(=O)CCC3)c1 (configuration not stated)
  1.1, 12.7%, 3.5%, 0.1%, -2.1%, -19.5%, -0.1%, 0.9, 53, i
> O=C(CCS(=O)(=O)c1ccc(Br)cc1)Nc1ccccn1
  1.1, 17.6%, 6.2%, 0.1%, 5.4%, -9.0%, -8.2%, -2.0, 64, i
> O=C(N/C=N/O)C1=NOC(CNc2ncc(C(F)(F)F)cc2Cl)C1 (configuration not stated)
  0.8, -26.9%, -70.9%, 0.0%, 3.3%, -30.8%, -0.1%, 2.1, 36, i
> CC1CCCCC1NC(=O)CN1C(=O)c2ccccc2S1(=O)=O (configuration not stated)
  /, 3.3%, -12.2%, -0.1%, 0.0%, -9.0%, /, 4.0, 59, /
> COc1ccc(C(=O)Cn2nnc(-c3ccccc3-n3cnnn3)n2)cc1
  1.1, 7.9%, 14.7%, 0.1%, -3.0%, -1.1%, -0.7%, 2.4, 40, i
> CC1CCCC(C)N1C(=O)CSc1nnc(COc2ccc(F)cc2)o1 (configuration not stated)
  /, 7.4%, 4.8%, 0.0%, -5.1%, -7.0%, /, -1.0, 51, /
> CCn1cc(C(=O)O)c(=O)c2cc(F)c(N3CCN(C(=S)Nc4ccccc4OC)CC3)cc21
  /, 12.4%, 3.1%, -0.1%, 2.4%, -11.1%, /, 0.1, 68, i
> O=C(CNc1ccc(F)cc1)N/N=C/C1CC=CCC1 (configuration not stated)
  1.1, -7.9%, 7.7%, 0.6%, -2.1%, -30.5%, -1.0%, -0.8, 52, i
> COc1ccccc1C(=O)N/C(=C\c1ccccc1)C(=O)NCc1ccco1
  /, -4.5%, 12.6%, /, -3.4%, -7.2%, /, 0.0, 51, /
> Cc1nnc(NC(=O)CSc2nc(CC(C)C)nc3c2c(=O)n(C)c(=O)n3C)s1
  1.1, -9.4%, -6.7%, 0.1%, -2.3%, -18.4%, 1.2%, 0.8, 50, i
> COCCN1C(=O)N[C@@H](c2ccc(Br)cc2)C(C(C)=O)=C1C
  1, 12.0%, 5.4%, -0.2%, -2.9%, -20.8%, -0.5%, /, /, i
> O=C(N/N=C/C=C/c1ccco1)/C(=C/c1ccccc1)NC(=O)c1ccccc1
  1, -5.6%, 11.7%, -0.3%, 3.0%, -17.1%, -0.8%, 0.6, 39, i
> O=C(CSc1ccccc1[N+](=O)[O-])NC1CCS(=O)(=O)C1 (configuration not stated)
  1.1, /, -1.0%, -0.2%, -1.0%, -11.9%, -6.7%, 0.4, 69, i
> CCOC(=O)C(c1ccccc1)C(Nc1ccc(F)cc1)c1ccccn1 (configuration not stated)
  /, 26.2%, 18.9%, 0.1%, -4.5%, -2.0%, /, -0.7, 44, i
> COc1ccc(C(=O)NC2CCN(C(=S)Nc3cccc(C)c3C)CC2)cc1
  1, -23.0%, 0.1%, 0.2%, 2.3%, -25.4%, 0.0%, /, /, /
> CC1CC(C)CN(S(=O)(=O)c2ccc(Oc3ccc([N+](=O)[O-])cc3)cc2)C1 (configuration not stated)
  1, 19.2%, -17.1%, 0.2%, 8.3%, 36.9%, -2.5%, 2.8, 59, i
> O=C(NCCCn1ccnc1)c1ccccc1F
  /, -36.7%[20 µM], 4.9%, -0.3%, -3.1%, -20.3%, /, -0.3, 78, /
> COC(=O)c1cc(C(=O)OC)cc(N2C(=O)CC(N3CCN(c4ccccc4)CC3)C2=O)c1 (configuration not stated)
  1.1, 17.3%, -0.7%, -0.4%, -5.3%, -24.5%, -0.7%, /, /, i
> Cc1cc(/C=C2\Cc3ccccc3C2=O)c(C)n1-c1ccccc1
  1, 14.6%, 59.1%*, -0.4%, 3.8%, 63.8%*, -8.5%, -1.8, 67, i
> O=C(N/N=C\c1cccnc1)c1ccc(Br)s1
  /, 10.8%, -21.7%, -0.1%, -1.9%, -47.4%, /, 1.6, 63, /
> CCOc1ccc(N(CC(=O)Nc2cccc(Br)c2)S(C)(=O)=O)cc1
  /, 19.0%, 20.7%, -0.1%, -2.3%, 11.7%, /, 0.9, 75, /
> CCOC(=O)Cn1c(=O)oc2cc(S(=O)(=O)NCCCc3ccccc3)ccc21
  1.1, 15.3%, 1.5%, -0.3%, 7.6%, -34.1%, /, 3.6, 55, i
> Cc1c(C(N)=O)sc2ncn(CCOc3ccccc3)c(=O)c12
  1.1, 3.2%, 2.8%, 0.1%, -4.6%, -33.3%, -0.1%, 0.1, 54, i
> C=CCNC(=S)NCC1COc2ccccc2O1 (configuration not stated)
  1, 22.8%, -7.8%, 0.2%, 7.0%, -26.3%, -2.9%, 1.6, 97, i
> CCOC(=O)C(CCCCC(NC(C)=O)(C(=O)OCC)C(=O)OCC)(NC(C)=O)C(=O)OCC
  /, -0.2%, -10.7%, -0.1%, 8.9%, 3.2%, /, -0.2, 46, i
> O=C(NC(Cc1c[nH]c2ccccc12)C(=O)O)/C(=C\c1ccccc1)NC(=O)c1ccccc1 (configuration not stated)
  /, 17.1%, 28.9%, 1.1%, -5.1%, -5.6%, /, -0.8, 55, /
> O=C(NC1CCCCC1)C(c1ccco1)N(Cc1ccco1)C(=O)c1ccco1 (configuration not stated)
  0.9, 8.7%, 11.6%, -0.3%, -6.9%, 15.8%, 0.1%, 1.9, 40, i
> Cc1ccc(C)n1-c1ccc(-c2ccnc(N)n2)cc1
  1.1, -25.8%, 0.4%, -0.3%, -0.3%, -29.2%, /, /, /, i
> O=C(Cc1cccc2ccccc12)N/N=C/C=C/c1cccc([N+](=O)[O-])c1
  1, -5.0%, -12.5%, 0.5%, -2.2%, -10.8%, 1.6%, 2.4, 60, i
> CCOc1cccc(C(=O)Nc2ccc(N3CCN(S(C)(=O)=O)CC3)cc2)c1
  1.3, 17.4%, 2.2%, -0.1%, -1.4%, -9.5%, -0.3%, 2.1, 59, i
> O=C(Cc1c(O)c2ccccc2[nH]c1=O)NCc1ccccc1F
  1.1, 34.7%, -2.4%, 0.4%, -1.7%, 16.0%, -2.1%, -1.1, 49, i
> CN(C(=O)CS(=O)(=O)c1cn(CC(=O)N2CCCCC2)c2ccccc12)c1ccccc1
  /, 15.0%, 7.8%, 0.0%, -4.6%, -12.0%, /, -0.9, 81, /
> C[C@@H](CSc1ccccc1)CN1CC[C@H](C(C)(C)C)CCC1=O
  /, -19.4%[20 µM], 22.1%, 0.6%, -4.5%, -7.9%, /, 8.5, 84, /
> CCOC(=O)c1sc(Nc2ccc(Br)cc2)nc1C
  /, -6.0%, 10.8%, -0.2%, 4.3%, -1.9%, /, 8.5, 47, i
> CC(C)(C)n1nnnc1C(c1cccc(C#N)c1)N1CCCc2ccccc21 (configuration not stated)
  1.1, -11.7%, -2.7%, 0.2%, -1.3%, -17.6%, -1.4%, -0.2, 48, i
> CCCC(C)NNC(=O)c1cc2ccccc2[nH]1 (configuration not stated)
  1.1, -11.0%, -1.4%, 0.0%, -0.6%, -9.0%, -1.3%, 0.3, 63, i
> CCOc1ccc(Br)cc1S(=O)(=O)Nc1ccccc1N1CCOCC1
  1, 10.5%, -47.4%, -0.3%, 9.3%, -32.0%, -1.6%, 49.4*, 87*, /
> O=C(NCc1ccncc1)c1cncc(Br)c1
  1.1, 8.5%, 20.4%, -0.3%, -6.3%, -5.2%, 2.7%, -0.2, 44, i
> CCOc1ccc2noc3c2c1C(=O)c1ccccc1-3
  1, 7.4%, 4.7%, 0.8%, 2.0%, -12.5%, -2.7%, -0.6, 57, i
> COc1ccccc1C/C(N)=N/OC(=O)c1cccc([N+](=O)[O-])c1
  1.1, -42.4%, -12.2%, -0.3%, 1.1%, 8.4%, -1.8%, 1.7, 52, i
> Cc1cc(C)c(S(=O)(=O)N(C)CC(=O)NCc2ccccn2)c(C)c1
  1, -3.0%[20 µM], 1.0%, -0.1%, /, -28.9%, 0.0%, -0.7, 32, i
> CC1CC(=O)N(c2ccc(N(C)Cc3ccccc3)c([N+](=O)[O-])c2)C1=O (configuration not stated)
  0.9, -15.1%, 2.4%, 0.0%, 5.1%, 22.8%, -10.8%, -0.8, 62, i
> CCn1c(SCC(=O)Nc2ccc3c(c2)OCCO3)nnc1-c1ccncc1
  /, -12.7%, 3.2%, 0.1%, -3.1%, -14.2%, /, 0.3, 32, /
> COCc1cc(=O)n2c(-c3ccccc3OC)n[nH]c2n1
  0.8, 13.2%, 17.3%, -0.2%, -0.8%, 4.9%, 0.9%, 1.1, 51, i
> CCOC(=O)C(NC(=O)c1ccc(OC)cc1)(Nc1cc(C)on1)C(F)(F)F (configuration not stated)
  1.1, -4.3%, 2.5%, -0.1%, 2.4%, 11.1%, -1.5%, -1.1, 63, i
> CCOC(=O)N1CCN(S(=O)(=O)c2ccc(F)c(C(=O)Nc3cc(C)cc(C)c3)c2)CC1
  1.1, 10.0%, -6.6%, 0.2%, -3.1%, /, /, 4.3, 59, i
> CCOc1cc(C=C2C(=O)c3ccccc3C2=O)ccc1OCC(=O)Nc1ccc(C)cc1
  1, -12.5%, 11.1%, 0.5%, -2.4%, 49.5%, 6.1%, 4.9, 60, i
> COc1ccccc1OCC(=O)N1CCCC(Nc2cccc(F)c2)C1 (configuration not stated)
  /, -4.2%, 9.9%, -0.1%, 0.5%, -15.2%, /, 0.8, 57, /
> O=C(Nc1ccncc1)c1ccc2c(c1)C(=O)N(C1CCCCC1)C2=O
  1, 0.4%, 4.7%, -0.1%, 3.8%, -6.7%, -1.8%, 4.8, 71, i
> COc1c(C(=O)Nc2ccc3[nH]c(=O)[nH]c3c2)cc2ccccc2c1Br
  1.1, -141.5%[20 µM], 4.9%, -0.1%, -4.0%, -17.4%, 0.9%, 0.0, 54, ?
> CCOC(=O)c1sc(=S)n(-c2cccc(OC)c2)c1N
  1.1, -18.8%, 16.0%, 0.3%, 5.2%, -0.6%, -0.7%, 1.3, 65, i
> CC(C)C[C@H](NC(=O)N1CCn2c1nc1ccccc12)C(=O)N[C@H](Cc1ccccc1)C(=O)O
  /, /, 9.1%, -0.1%, /, -32.1%, /, 0.3, 98, /
> CCOc1cc(C(=O)Nc2cc(=O)n(C)c(=O)n2C)cc(OCC)c1OCC
  1, 29.4%, 17.1%, 0.2%, 0.5%, 0.2%, 4.7%, -1.1, 44, i
> COc1ccc(CCNC(=O)Cc2ccccc2)cc1OC
  /, -0.6%[20 µM], -2.0%, 0.3%, 0.3%, -22.0%, /, 0.0, 62, /

These rows are one share of the data, so the mix of outcomes need not match the whole.
